Screening results deposited in PubChem BioAssay by The Scripps Research Institute Molecular Screening Center.
M5 PAM = human M5 muscarinic receptor positive allosteric modulators, primary screen, CHO-K1 cells, Fluo-8 calcium fluorescence; CHO-K1 hM5, ACh EC20 PAM; 0% = ACh EC20, 100% = ACh EC100; AID 624038, 2012; Muscarinic acetylcholine receptor M5 (Homo sapiens), P08912; activation, % at 3 µM; actives 0.3% (n = 360,000);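 active = activation above the run cutoff, the mean activation of all test compounds plus 3 SD, cut at about 18% in these data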
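Assay system: CHO-K1 hM5 cells / Incubation: Fluo-8 loading 80 min at 37 °C plus 30 min room temperature / Technique: Fluo-8 calcium dye fluorescence, kinetic read / Repeats: single replicate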
CHRM4 agonist = human M4 muscarinic receptor agonists, primary screen, CHO-K1 cells, Fluo-8 calcium fluorescence; CHO-K1 hM4/Gqi5; vehicle 0%, full acetylcholine response 100%; actives 0.14% (n = 360,000); Muscarinic acetylcholine receptor M4 (Homo sapiens), P08173; activation, % at 3 µM;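 active = activation above the run mean over all test wells plus 3 SD, cut at about 32% in these data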;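 note: peak over basal fluorescence ratio per well then scaled between controls; 0% = DMSO wells and 100% = acetylcholine at EC100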
Target sequence (P08173 whole entry, looked up): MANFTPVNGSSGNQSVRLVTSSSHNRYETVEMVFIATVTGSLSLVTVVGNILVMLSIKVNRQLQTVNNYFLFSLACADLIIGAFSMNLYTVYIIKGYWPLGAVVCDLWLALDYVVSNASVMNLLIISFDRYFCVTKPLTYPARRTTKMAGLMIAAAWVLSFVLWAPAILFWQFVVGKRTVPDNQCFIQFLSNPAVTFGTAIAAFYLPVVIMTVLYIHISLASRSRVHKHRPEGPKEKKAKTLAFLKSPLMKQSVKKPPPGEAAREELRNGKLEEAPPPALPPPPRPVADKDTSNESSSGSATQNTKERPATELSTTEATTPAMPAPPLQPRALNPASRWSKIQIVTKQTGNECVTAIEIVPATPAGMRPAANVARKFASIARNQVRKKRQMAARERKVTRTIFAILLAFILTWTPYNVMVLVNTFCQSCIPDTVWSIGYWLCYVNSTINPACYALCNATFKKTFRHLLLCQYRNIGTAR
CHRM1 PAM = human M1 muscarinic receptor positive allosteric modulators, primary screen, CHO-K1 cells, Fluo-8 calcium fluorescence, 1536-well; AID 588819, 2011; activation, % at 3 µM; Muscarinic acetylcholine receptor M1 (Homo sapiens), P11229; CHO-K1 hM1, ACh EC20; 0% = ACh EC20, 100% = maximal ACh; actives 0.088% (n = 360,000); in the data active = activation above about 19%, passing the limit was not always enough
Target sequence (P11229 whole entry, looked up): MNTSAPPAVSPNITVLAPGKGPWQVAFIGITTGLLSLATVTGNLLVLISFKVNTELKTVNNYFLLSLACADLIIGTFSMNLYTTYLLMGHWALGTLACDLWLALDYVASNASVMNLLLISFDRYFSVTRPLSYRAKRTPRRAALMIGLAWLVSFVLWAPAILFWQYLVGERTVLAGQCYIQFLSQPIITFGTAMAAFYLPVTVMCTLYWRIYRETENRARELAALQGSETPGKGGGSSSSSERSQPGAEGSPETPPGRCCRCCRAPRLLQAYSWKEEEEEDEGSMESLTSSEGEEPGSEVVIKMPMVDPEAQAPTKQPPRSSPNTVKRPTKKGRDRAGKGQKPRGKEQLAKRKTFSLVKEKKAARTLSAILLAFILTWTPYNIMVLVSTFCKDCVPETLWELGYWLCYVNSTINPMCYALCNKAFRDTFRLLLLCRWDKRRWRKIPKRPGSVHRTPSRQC
M5 antag = human M5 muscarinic receptor antagonists, primary screen, CHO cells, Fluo-8 calcium fluorescence | Muscarinic acetylcholine receptor M5 (Homo sapiens), P08912 | CHO-hM5 cells, ACh EC80 | inhibition, % at 3 µM | actives 0.59% (n = 360,000);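 active = inhibition above a per-plate cutoff, the mean of that plate's test compounds plus 3 SD, cut at about 27% in these data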;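 note: 0% = acetylcholine EC80 with DMSO and 100% = DMSO without agonist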
M1 antag = human M1 muscarinic receptor antagonists, primary screen, CHO-K1 cells, Fluo-8 calcium fluorescence, 1536-well. inhibition, % at 3 µM. CHO-K1 hM1, ACh EC80 antagonist. Muscarinic acetylcholine receptor M1 (Homo sapiens), P11229. actives 1.3% (n = 360,000);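 active = percent inhibition above its own plate's cutoff, namely the mean of that plate's compound wells plus 3 SD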;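 note: peak over basal fluorescence ratio during 140 s after agonist addition; 0% = ACh EC80 plus DMSO and 100% = DMSO alone without agonist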
TAAR1 agonist = human TAAR1 agonists, primary screen, Fluo-8 calcium fluorescence, CHO RD-HGA16 cells; Trace amine-associated receptor 1 (Homo sapiens), Q96RJ0; vehicle wells 0%, saturating PEA agonist 100%; activation, % at 3 µM; actives 0.99% (n = 360,000);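 active = activation above the mean activation of all test compounds in the run plus 3 SD, cut at about 38% in these data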
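test system = CHO RD-HGA16 cells carrying human TAAR1 plus Gα16 | schedule = 17-24 h seeding, 75 min 37 °C dye, 30 min RT | compound dosing = 3 µM single concentration | control set = DMSO and PEA EC100 | replicates = n 1 | signal = Fluo-8 fluorescence, 5 s baseline then 140 s kinetic read | measure = percent activation vs PEA EC100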
M5 ag = human M5 muscarinic receptor agonists, primary screen, CHO-K1 cells, Fluo-8 calcium fluorescence | actives 0.19% (n = 360,000) | CHO-K1 hM5 cells; 0% DMSO wells, 100% maximal acetylcholine response | activation, % at 3 µM | Muscarinic acetylcholine receptor M5 (Homo sapiens), P08912;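 active = activation above the run's mean over test compounds plus 3 SD, cut at about 23% in these data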;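 note: signal is peak over basal fluorescence ratio across the kinetic read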
CHRM4 antagonist = human M4 muscarinic receptor antagonists, primary screen, CHO cells, Fluo-8 calcium fluorescence; inhibition, % at 3 µM; Muscarinic acetylcholine receptor M4 (Homo sapiens), P08173; actives 0.73% (n = 360,000); CHO-hM4 cells, ACh EC80;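 active = inhibition above its plate's cutoff, the mean inhibition of sample wells plus 3 SD, cut at about 27% in these data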;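 note: 0% = acetylcholine EC80 with DMSO and 100% = DMSO without agonist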
M1 ag = human M1 muscarinic receptor agonists, primary screen, Fluo-8 calcium fluorescence, CHO-K1 cells, HTS | activation, % at 3 µM | actives 0.33% (n = 360,000) | CHO-K1 hM1, agonist mode; 0% DMSO, 100% acetylcholine EC100 | Muscarinic acetylcholine receptor M1 (Homo sapiens), P11229;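 active = activation above the run's mean compound activation plus 3 SD, cut at about 16% in these data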;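 note: peak over basal fluorescence ratio within a 140 s kinetic read after compound addition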
Active calls of the source: *; x = no result given.

Fields: CHRM4 antagonist, M5 antag, TAAR1 agonist, M5 PAM, M1 ag, CHRM4 agonist, M5 ag, M1 antag, CHRM1 PAM
1) S=C1NC2=C(CCC/C2=C\c2ccc(Cl)cc2)C(c2ccc(Cl)cc2)N1 (stereo unspecified)
    -3, -3, -1, 9, -4, 0, -4, -8, 7
2) COc1ccc(C2NN=C(c3c[nH]c4ccccc34)C2O)cc1 (stereo unspecified)
    -6, 14, -1, -4, -1, 11, 0, -10, 5
3) O=C(COC(=O)c1cccc(S(=O)(=O)N2CCc3ccccc32)c1)Nc1ncc(Cl)cc1Cl
    3, -1, 0, 3, -11, 1, -2, 3, 1
4) Cc1noc(C)c1S(=O)(=O)N1CCC2(CC1)OCCO2
    -2, -3, 11, -12, -6, 0, -13, 2, 0
5) CCOc1ccc(S(=O)(=O)N2CCCC(C(=O)NCC3CCCO3)C2)cc1 (stereo unspecified)
    -1, 7, 0, 4, -1, 8, 3, -21, 16
6) CNC(=S)N(Cc1ccco1)Cc1cc2cc3c(cc2[nH]c1=O)OCCO3
    9, -4, 5, 4, -13, 1, 1, -2, 3
7) CC1CCC(NC(=O)CCS(=O)(=O)c2ccc3c(c2)NC(=O)C(C)S3)CC1 (stereo unspecified)
    -11, 0, 2, -4, -2, 13, 2, 8, -7
8) O=C(O)CCn1cc(-c2ccc(Cl)cc2)nc1-c1ccncc1
    2, -6, 5, 11, -2, 0, 6, 0, 6
9) Cc1ccsc1/C=N/NC(=O)Cc1ccc(Cl)cc1
    -1, 5, -2, 0, -3, 1, -5, 0, 2
10) CCCC12CN3CCN(CC(C3)/C1=N\NC(=O)c1ccccc1Cl)C2
    2, -15, 5, 5, -3, 2, -4, -4, 11
11) C[C@H](O)[C@@H]1C(=O)N2CCc3ccc(N4CCOCC4)cc3[C@@H]2C[C@@H]1N(C)C(=O)Nc1ccccc1
    -24, -1, 0, 1, -3, 2, 0, -13, 9
12) NC(=O)CC(NC(=O)Cc1ccc(Br)cc1)c1ccc(NCC2CC2)c([N+](=O)[O-])c1 (stereo unspecified)
    -2, 7, 0, -2, -3, 23, 6, -7, 9
13) COc1cc(/C=C(\NC(C)=O)C(=O)N2CCCCC2)ccc1OC(C)=O
    1, 0, 7, 7, 0, 0, 0, -29, 10
14) Cc1ccc(S(=O)(=O)N2C[C@H]3n4c(=O)ccc(=O)n4C[C@H](OC(=O)NCc4ccccc4F)[C@@]3(O)C2)cc1
    -6, 5, 0, -1, -6, 1, 0, -14, 6
15) COc1ccc(C(=O)O/N=C(\N)c2ccccc2)cc1
    -4, 2, 3, -3, 0, 1, -2, -15, 7
16) CSc1ccc(OC2CCCCC2NS(=O)(=O)c2ccc(Cl)cc2)cc1 (stereo unspecified)
    -2, -2, 13, -11, -10, 0, -4, -1, -8
17) Cc1ccc(C)c(S(=O)(=O)Nc2ccc(C(=O)N3CCC3)cc2)c1
    -5, -1, 1, -2, -2, 2, 1, -5, 5
18) COc1ccc(C2C(C#N)=C(N)OC3=C2C(=O)CC(C)(C)C3)c([N+](=O)[O-])c1OC (stereo unspecified)
    -8, -8, -1, -1, -3, 1, -3, -18, 7
19) Cc1ccc(S(=O)(=O)N2CCCC2CNC(=O)C(=O)NC2CC2)cc1 (stereo unspecified)
    -12, 0, 4, 2, -1, 1, 2, 1, 6
20) Cc1nnc(SCC(=O)NNC(=O)c2ccc(F)cc2)n1Cc1ccccc1
    -4, 3, 3, -9, -4, 1, 0, -18, 9

Single records (already shown). Order of screens: CHRM4 antagonist	M5 antag	TAAR1 agonist	M5 PAM	M1 ag	CHRM4 agonist	M5 ag	M1 antag	CHRM1 PAM
COc1cc(/C=C(\NC(C)=O)C(=O)N2CCCCC2)ccc1OC(C)=O is listed as 1	0	7	7	0	0	0	-29	10
S=C1NC2=C(CCC/C2=C\c2ccc(Cl)cc2)C(c2ccc(Cl)cc2)N1 (stereo unspecified) is listed as -3	-3	-1	9	-4	0	-4	-8	7

New compounds follow:
Fields: CHRM4 antagonist, M5 antag, TAAR1 agonist, M5 PAM, M1 ag, CHRM4 agonist, M5 ag, M1 antag, CHRM1 PAM
21) CCOC(=O)c1[nH]c(C)c(C(=O)Nc2ccc(C)cc2C)c1C
    -5, 2, x, -6, -9, -1, -4, 16, -12
22) CC1CCCN(CCSc2ccc(Cl)cc2)C1 (stereo unspecified)
    8, 10, 14, -13, -7, 1, -9, 37*, -25
23) Cc1ccc(S(=O)(=O)CCC(=O)Nc2ccccc2N2CCCC2)cc1
    2, 0, 0, 4, -1, 2, 0, -9, 12
24) CCN(CC)S(=O)(=O)c1cccc(NC(=O)CN(C)Cc2cccc(OC)c2)c1
    -9, 4, 2, -7, -3, 8, 2, 7, -4
25) COc1ccc(OC)c(NC(=O)C2CCCCC2C(=O)O)c1 (stereo unspecified)
    2, -1, 10, 3, -1, 0, 1, -22, 1
26) O=C(NCc1cccnc1)C1c2ccccc2C(=O)N1C1CCCCCCC1 (stereo unspecified)
    -4, -9, 0, 1, -8, 3, 1, -10, 11
27) COc1ccc(NC(=S)N2CCCCCC2)cc1OC
    3, -5, 3, -7, -6, 1, -5, 2, 7
28) CCOC(=O)C1=C(N)N2C(=O)C(C)SC2=C(C(=O)OCC)C1c1cc(OC)c(OC)c(OC)c1 (stereo unspecified)
    6, 11, -2, 0, -2, 0, -4, -16, 8
29) COc1ccc(CN2CCC(CO)(CCOc3ccccc3)CC2)cc1C
    -3, 6, 8, -1, -7, 4, -2, -7, 3
30) CC1(C)CC(=O)C(C=NCCN2CCOCC2)=C(O)C1
    -6, 1, 5, -3, -2, 1, 3, -27, 4
31) COc1cc(C)c(C(=O)CC(=O)c2c(C)cc(OC)cc2C)c(C)c1
    -3, 18, 1, -14, -6, -1, -10, 10, -3
32) Cc1ccccc1C(=O)c1cccn1CC(=O)NCC(C)c1ccccc1 (stereo unspecified)
    10, -3, 0, 0, -3, 1, -4, -14, 5
33) COc1ccc(N2CC(C(=O)Nc3nc4ccccc4s3)CC2=O)cc1 (stereo unspecified)
    11, 18, 5, -9, 2, 3, -3, -11, 7
34) COC[C@H]1CCCN1c1ccc2c(c1)O[C@H](COCc1ccccc1)CN([C@@H](C)c1ccccc1)S2(=O)=O
    -8, -7, 0, -2, x, 0, -2, x, x
35) C=CCn1c(N)c(C(=O)OCCC)c2nc3ccccc3nc21
    -4, -4, 8, 7, -6, 1, -6, -10, 4
36) COc1ccc(NC(=O)c2cccc(S(=O)(=O)Nc3ccc(Br)cc3)c2)cn1
    3, 24, 9, -18, -2, 18, 6, 18, -9
37) Cc1ccc(C)c(C(=O)CN2C(=O)C(=O)N(C3CCCC3)C2=O)c1
    -6, 3, 0, -3, -5, -1, 0, -3, 3
38) O=C(Cn1cccc1C(=O)c1ccccc1)NCCc1ccccc1
    6, -9, 0, 10, 1, 0, -2, -16, 13
39) CC1(c2nnc(-c3ccncc3)o2)CC(c2cccc(Cl)c2)=NO1 (stereo unspecified)
    -11, 6, 3, 1, -4, 3, 3, -7, 9
40) OCCC1CN(CCCn2cccn2)CCN1C1CCCCC1 (stereo unspecified)
    1, 7, 1, -2, -8, 1, -3, -12, 6
41) CC(=O)N(C)c1ccc(NC(=O)COc2ccc(Br)cc2C)cc1
    -4, 2, 2, -5, -3, 8, 1, -3, 2
42) COc1ccc(/C=C/C(=O)OCC(=O)NCc2cccs2)cc1OC
    -3, -1, -1, 0, -2, 0, 1, -8, 10
43) COc1cccc(NC(=O)c2ccc(NS(=O)(=O)c3cccs3)cc2)c1
    -19, 8, 0, -3, -7, 4, -6, -5, 2
44) Cc1ccc(Nc2cc(C)nn2-c2nc(C)cc(C)n2)cc1
    5, 16, -1, -13, -3, -2, -8, 12, -2
45) COc1ccc(C(=O)OCC(=O)NCC2CCCO2)cc1S(=O)(=O)N1CCCc2ccccc21 (stereo unspecified)
    0, -13, 15, 1, -11, 2, 1, -3, 6
46) Cn1c(=O)n(-c2cccc(Cl)c2)c(=O)c2c3c(sc21)COC(C)(C)C3
    9, 0, 12, 3, 1, -3, 0, -7, 11
47) O=C(O)[C@H](Cc1ccccc1)NC(=O)N1CCOCC1
    -1, 2, 2, -7, -2, 1, -3, -13, 8
48) Cc1cc(CNC(=O)c2cccnc2Cl)c2ccccc2n1
    -4, 3, 2, 9, -3, 2, 6, 2, 5
49) O=C(c1cc(COc2ccccc2)on1)N1CCCC(CN2CCOCC2)C1 (stereo unspecified)
    -7, 14, 3, -6, -5, 3, -4, 13, -5
50) CCOC(=O)c1c(NCc2ccccc2)n[nH]c1C
    11, -2, 2, -1, -4, 0, -3, -12, 6
51) O=C(NCc1ccccn1)Nc1cccc(Cl)c1Cl
    5, 6, 0, 4, -4, 0, -3, 4, -1
52) COc1ccc(/C=C2/CC/C(=C\c3ccc(OC)c(OC)c3OC)C2=O)c(OC)c1OC
    -3, -1, 0, -1, 3, 1, 4, 9, 0
53) Cc1ccc(N/C(N)=N/c2nc(CSc3ccccn3)cc(=O)[nH]2)c(C)c1
    -21, -4, -1, -4, -4, 2, -2, -3, -1

Five compounds from above, reduced to M1 ag, M5 PAM and CHRM4 agonist:
entry | smiles | M1 ag | M5 PAM | CHRM4 agonist
41 | CC(=O)N(C)c1ccc(NC(=O)COc2ccc(Br)cc2C)cc1 | -3 | -5 | 8
52 | COc1ccc(/C=C2/CC/C(=C\c3ccc(OC)c(OC)c3OC)C2=O)c(OC)c1OC | 3 | -1 | 1
43 | COc1cccc(NC(=O)c2ccc(NS(=O)(=O)c3cccs3)cc2)c1 | -7 | -3 | 4
47 | O=C(O)[C@H](Cc1ccccc1)NC(=O)N1CCOCC1 | -2 | -7 | 1
46 | Cn1c(=O)n(-c2cccc(Cl)c2)c(=O)c2c3c(sc21)COC(C)(C)C3 | 1 | 3 | -3

Not all compounds are listed (hit frequency here may not be typical).
